# Assay outcomes as filed in PubChem.
# Rin1 Abl inh = inhibitors of human Rin1-Abl protein interaction; AID 588664; TR-FRET Rin1/Abl binding, biochemical; 360,000 tested, 0.4% active; inhibition, % at 7.35 µM; in the data active = inhibition above about 5%, passing the limit was not always enough
# NRP1-CendR mod = alters CendR peptide binding to human NRP-1. AID 602438. FAM-RPARPAR peptide binding to NRP-1, fluorescence polarization. inhibition, % at 25 µM. O14786. 360,000 tested, 0.85% active;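 active = inhibition or corrected inhibition above about 18%, plus a signal ratio from 0.5 to 1.5, limit read from the data, passing the limit was not always enough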; also: strong numbers were not always called active
# eLon inh = E. coli protease La inhibition; inhibition, % at 7.94 µM; 360,000 tested, 0.42% active; P0A9M0; purified E. coli Lon protease, fluorescence polarization; AID 602123; in the data active = inhibition above about 13%, passing the limit was not always enough;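 also: 0% = enzyme with probe and DMSO and 100% = no enzyme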
# Neddylation inh = blocks human cullin neddylation; TR-FRET cullin neddylation, biochemical; calls only at 25 µM; 360,000 tested, 0.58% active; AID 651699; in the data active = inhibition above about 36%
# Target sequence (P61081 whole entry, looked up): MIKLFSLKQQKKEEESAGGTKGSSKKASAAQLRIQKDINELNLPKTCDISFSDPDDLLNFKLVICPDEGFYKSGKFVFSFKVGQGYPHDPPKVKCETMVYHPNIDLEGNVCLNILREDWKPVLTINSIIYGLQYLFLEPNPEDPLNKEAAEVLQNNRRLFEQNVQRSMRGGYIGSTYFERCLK
# Target sequence (Q13564 whole entry, looked up): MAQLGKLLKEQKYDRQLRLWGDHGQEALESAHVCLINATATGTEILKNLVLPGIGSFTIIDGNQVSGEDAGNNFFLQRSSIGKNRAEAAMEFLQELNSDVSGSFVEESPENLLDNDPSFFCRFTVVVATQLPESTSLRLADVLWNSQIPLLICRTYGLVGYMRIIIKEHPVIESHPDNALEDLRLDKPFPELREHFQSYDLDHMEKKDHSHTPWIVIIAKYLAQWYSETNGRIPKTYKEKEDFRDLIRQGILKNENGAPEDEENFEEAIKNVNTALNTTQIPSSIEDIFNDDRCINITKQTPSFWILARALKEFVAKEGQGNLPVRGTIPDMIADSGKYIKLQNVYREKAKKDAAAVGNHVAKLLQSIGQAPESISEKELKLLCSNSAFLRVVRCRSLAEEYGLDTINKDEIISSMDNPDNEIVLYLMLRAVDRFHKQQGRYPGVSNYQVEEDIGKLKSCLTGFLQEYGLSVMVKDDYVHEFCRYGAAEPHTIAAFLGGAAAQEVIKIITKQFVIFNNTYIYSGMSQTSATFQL
# FAS-TE inh = blocks the thioesterase domain of human fatty acid synthase; P49327; recombinant FAS-TE, OMFH fluorogenic substrate, fluorescence endpoint; inhibition, % at 15 µM; 360,000 tested, 0.67% active;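 active = compounds whose normalised, plate-corrected inhibition of enzyme fluorescence in the single-dose primary screen is 50% or more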;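 also: 0% = DMSO with enzyme and 100% = substrate without enzyme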
# MsrA inh = inhibitors of bovine MsrA | purified bovine MsrA, absorbance read-out | inhibition, % at 15.5 µM | 360,000 tested, 0.75% active | AID 651718; in the data active = inhibition above about 4.5%;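 also: 0% = vehicle wells with enzyme and 100% = reference inhibitor wells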
# SKN-1 inh = blocks SKN-1 activity in C. elegans; C. elegans VP596 Pgst-4::GFP/RFP ratio, acrylamide-induced, 24 h; inhibition, % at 21.8 µM; 360,000 tested, 0.49% active;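 active = interference check ratio from 0.5 to 1.5 plus GFP to RFP signal ratio inhibition reaching or exceeding a fixed threshold, cut at about 30% in these data, passing the limit was not always enough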; also: some compounds called inactive have numbers as strong as hits
# MT1-MMP act inh = blocks activation of human MT1-MMP; P50281; HT1080 RFP-PRO-GFP cells, GFP/RFP ratio fluorescence, overnight; percent of plate control window, DMSO zero; GFP/RFP ratio change, % at 20 µM; 360,000 tested, 0.061% active; AID 651647;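 active = GFP/RFP ratio change of at least 30% with cell ATP level not reduced by more than half and red fluorescence within 50% of control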; also: strong numbers were not always called active
#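 Assay system: HT1080 cells carrying an RFP-PRO-GFP reporter | Dosing: Single dose of 20 µM compound, 1% DMSO final | Incubation: Cells overnight before dosing, compound overnight, 37 °C, 5% CO2 | Evaluation: GFP/RFP fluorescence ratio | Control set: DMSO and RFP-L50D-GFP cell wells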
# MsrA act = activators of bovine methionine sulfoxide reductase A | purified bovine MsrA, absorbance read-out | activation, % at 10.6 µM | 360,000 tested, 0.3% active; in the data active = activation above about 7.5%;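 also: 0% = vehicle and 100% = reference activator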
# * marks the source's active call; other numbers are inactive results; i = inactive; . = not tested or not shown; + = active, no number; & = joins results of further samples.
# Short keys: A = Rin1 Abl inh; B = NRP1-CendR mod; C = eLon inh; D = Neddylation inh; E = FAS-TE inh; F = MsrA inh; G = SKN-1 inh; H = MT1-MMP act inh; I = MsrA act
> C#CCNC(=O)C[C@@H]1C[C@@]2(C(=O)OC)CC(C)(C)CC=C2N(Cc2cccc3ccccc23)C1=O
  A = .	B = 13	C = .	D = i	E = .	F = 0.2	G = 23	H = -8	I = .
> COc1ccc(N2CC(C(=O)Nc3nnc(C4CCCCC4)s3)CC2=O)cc1 (configuration not stated)
  A = 4	B = 8	C = 0	D = i	E = 0	F = 1.4	G = 3	H = 2	I = -1
> COc1ccccc1OCc1ccc(C(=O)NC(C)(C)C)o1
  A = 4	B = -7	C = -7	D = i	E = 1	F = 0.3	G = -14	H = 2	I = 6
> COc1ccc(/C=C/C(=O)NC2CCCCCCC2)cc1S(=O)(=O)N1CCOCC1
  A = -1	B = 0	C = 2	D = i	E = 0	F = -0.7	G = 1	H = 4	I = -1
> CCCCCCC(=O)Nc1ccc(Br)cn1
  A = 2	B = 2	C = -3	D = i	E = 7	F = -1.6	G = 11	H = 2	I = -2
> Cc1ccc(N2C(=O)NC(NS(=O)(=O)c3ccccc3)(C(F)(F)F)C2=O)cc1C (configuration not stated)
  A = 0	B = 0	C = -5	D = i	E = -8	F = 2.4	G = 4	H = 1	I = -3
> O=C(CCCc1ccccc1)Nc1cccnc1Cl
  A = 0	B = -7	C = 0	D = i	E = -2	F = 1.2	G = -12	H = -3	I = -3
> Cc1ccc(N(Cc2ccccc2)C(=O)c2cccc(S(=O)(=O)N3CCN(C)CC3)c2)cc1
  A = 2	B = 7	C = -10	D = i	E = 4	F = 1.3	G = 0	H = 0	I = -4
> COC1=CC(=O)OC(c2cccc(Cl)c2)C1 (configuration not stated)
  A = .	B = 3	C = .	D = i	E = .	F = 0.6	G = -1	H = 1	I = .
> COc1ccccc1[C@H]1C(c2cccc(Cl)c2)=NN(c2ccccc2)[C@@H]1CO
  A = -1	B = -25	C = -9	D = .	E = 27	F = .	G = 4	H = 3	I = -2
> O=C(O)c1cocc1C(=O)O
  A = -2	B = 0	C = -16	D = i	E = -8	F = 0.6	G = 19	H = -3	I = -1
> Cc1c(C(=O)Nc2cccc(S(=O)(=O)N3CCOCC3)c2)oc2ccc(Br)cc12
  A = -1	B = 3	C = 2	D = i	E = 15	F = 0.6	G = 5	H = -1	I = -1
> COc1cccc(CN(C)C(=O)CC2C(=O)NCCN2C2Cc3ccccc3C2)c1 (configuration not stated)
  A = 2	B = 2	C = 2	D = i	E = -1	F = 0.8	G = -25	H = 0	I = -3
> C=CCn1c(SCCNC(C)=O)nc2cc(-c3ccccc3)sc2c1=O
  A = -4	B = -2	C = -7	D = i	E = 1	F = 1.2	G = 9	H = 2	I = -4
> CC(C)CCN1CCN(Cc2cnc(-c3ccccc3)s2)CC1CCO (configuration not stated)
  A = -5	B = 0	C = 2	D = i	E = -5	F = 0.4	G = 15	H = -1	I = -2
> CCOc1ccc(CN(CCC#N)C(=S)NC(=O)c2ccccc2)cc1
  A = 2	B = -4	C = 3	D = i	E = -4	F = -1.0	G = 4	H = 9	I = -6
> CCOC(=O)C1=C(C)NC(C)=C(C(=O)OCC)C1C(=O)OCC(=O)NC(C)C
  A = 5&2	B = 14&-12	C = -5&0	D = i	E = -2&-2	F = 0.6&2.2	G = 21&-5	H = -2&8	I = -3&-2
> O=C(CN1C(=O)NC2(CCCc3ccccc32)C1=O)c1ccc(Br)cc1 (configuration not stated)
  A = 3	B = -8	C = -3	D = i	E = 14	F = -1.0	G = -8	H = -1	I = -5
> COC(=O)Cc1ccc(NC(=S)N2CCCC(C)C2)cc1 (configuration not stated)
  A = 1	B = -2	C = -3	D = i	E = -13	F = 1.0	G = 1	H = 2	I = -9
> COc1ccccc1N1CC(C(=O)Nc2ccccc2N2CCCC2)CC1=O (configuration not stated)
  A = -3	B = 1	C = -17	D = i	E = -6	F = 0.1	G = 7	H = -4	I = -1
> O=C1CCC[C@@H]2Cc3nc4ccc(O)cc4cc3[C@@H]3CCN1[C@H]23
  A = -1	B = -2	C = 2	D = i	E = -11	F = 1.9	G = 15	H = 7	I = -3
> O=C(O)COCC(=O)N1CCN(C(c2ccccc2)c2ccccc2)CC1
  A = -1	B = -5	C = -2	D = i	E = -4	F = -0.9	G = 2	H = -21	I = -3
> Cc1cc(C(=O)N2CCN(c3ncccn3)CC2)c(C)o1
  A = -3	B = -2	C = -9	D = i	E = -6	F = -0.1	G = 25	H = 8	I = -1
> COc1ccc(C(C)(C)C)cc1NC(=S)NCCN1CCOCC1
  A = -4	B = -9	C = -10	D = i	E = -3	F = 1.2	G = -2	H = 13	I = -1
> COc1ccc(C2CC(=O)c3cnn(-c4nc(C)cc(C)n4)c3C2)cc1OC (configuration not stated)
  A = 3	B = 2	C = -4	D = i	E = -4	F = 0.5	G = 6	H = 1	I = -3
> O=C(NNS(=O)(=O)c1ccccc1)c1ccc(S(=O)(=O)N2CCCCC2)cc1
  A = 0	B = 2	C = 7	D = i	E = -9	F = 0.6	G = -1	H = 1	I = -4
> O=C(c1cc2ccccc2oc1=O)N1CCCCCCC1
  A = 2	B = 1	C = 5	D = i	E = 0	F = 1.2	G = -5	H = 0	I = -4
> Cc1ccc2c(c1)N(C(=O)CCC(=O)O)CCO2
  A = 2	B = -1	C = 0	D = i	E = -9	F = -2.0	G = -4	H = 2	I = -3
> O=C(O)c1ccc2c(c1)ncn2C1CCCCCC1
  A = -4	B = -4	C = -2	D = i	E = -6	F = -0.6	G = 3	H = 2	I = -3
> Cc1ccc(NS(=O)(=O)c2cccc(C(=O)N/N=C/c3ccc4c(c3)OCCO4)c2)c(C)c1
  A = -2	B = 0	C = -2	D = +	E = 28	F = 2.6	G = -5	H = 0	I = -3
> O=C(Nc1cccnc1)c1cn(-c2ccccc2)nc1-c1cccs1
  A = 0	B = 8	C = 3	D = i	E = 11	F = -0.9	G = 12	H = -3	I = -1
> CSc1ncccc1C(=O)OCC(=O)Nc1ccc2c(c1)CCC2
  A = -1	B = 0	C = -4	D = i	E = 17	F = 0.2	G = 10	H = -3	I = -9
> CCOC(=O)C1=CN(Cc2cccc(F)c2)S(=O)(=O)NC1c1ccc(Br)cc1F (configuration not stated)
  A = -4	B = -7	C = -2	D = i	E = 27	F = -1.1	G = 6	H = 0	I = -4
> CC(C)c1ccc(/C=N/NC(=O)c2ccc(-n3cnnn3)cc2)cc1
  A = -1	B = -13	C = -13	D = i	E = 0	F = 0.2	G = 3	H = 6	I = -3
> CCN(C(=O)Cc1nc(N)n[nH]1)C1(C(=O)Nc2ccccc2)CCCCC1
  A = -6	B = -4	C = 9	D = i	E = -5	F = 0.4	G = -3	H = 4	I = -2
> Oc1cncc(Cc2ccccc2)c1
  A = -1	B = -2	C = 5	D = i	E = -4	F = -1.0	G = 1	H = 2	I = -1
> COC(=O)c1nnn(CC(=O)NC(=O)Nc2ccccc2F)c1C(=O)OC
  A = 0	B = 3	C = 8	D = i	E = -5	F = -0.7	G = -8	H = 4	I = -2
> O=C(NCc1cccnc1)c1sc2cc(Cl)ccc2c1Cl
  A = -6	B = -3	C = -11	D = i	E = 4	F = -1.4	G = 21	H = 1	I = -1
> CCOc1ccc([N+](=O)[O-])c(N)c1
  A = -1	B = 2	C = 10	D = i	E = -8	F = 0.7	G = 4	H = -1	I = -5
> CC(C)NC(=S)Nc1ccc2nc3n(c(=O)c2c1)CCCCC3
  A = -1	B = -10	C = -11	D = i	E = -6	F = 0.7	G = 4	H = 7	I = 3
> COc1ccc(-c2nc3ccc([N+](=O)[O-])cc3[nH]2)cc1
  A = 0	B = -9	C = -8	D = i	E = 16	F = 2.9	G = 15	H = 3	I = -6
> C[C@@H]1CN([C@@H](C)CO)C(=O)c2cc(/C=C/c3ccccc3)cnc2O[C@@H]1CN(C)S(=O)(=O)c1ccc(F)cc1
  A = 0	B = -10	C = -5	D = +	E = -5	F = 0.1	G = 3	H = 0	I = -3
> OC(c1ccccn1)c1c[nH]c2ccccc12 (configuration not stated)
  A = 0	B = 1	C = -7	D = i	E = -8	F = -0.4	G = 37*	H = -1	I = -2
> COC(=O)c1ccc(C2SCC(=O)N2Cc2ccccc2)cc1 (configuration not stated)
  A = 2	B = 5	C = -8	D = i	E = 1	F = .	G = 8	H = 4	I = 2
> COCCC(=O)N1CCC(Oc2ccc(C(=O)N3CCCC(COC)C3)cc2)CC1 (configuration not stated)
  A = -2	B = 10	C = -16	D = i	E = -8	F = -0.1	G = -10	H = -1	I = -3
> CCn1c(C)c(P(c2ccccc2)c2ccccc2)[n+]2ccccc12
  A = 2	B = -4	C = 2	D = i	E = -4	F = 0.6	G = -9	H = -1	I = -1
> O=C(Nc1cc(=O)[nH]c2ncnn12)c1ccco1
  A = -3	B = -4	C = -1	D = i	E = -9	F = 0.7	G = -8	H = 1	I = -5
> C=CCN1C(=O)CSC1=Nc1ccc(O)cc1
  A = 1	B = 1	C = 4	D = i	E = 1	F = 0.6	G = 1	H = 9	I = -9
> COCCOc1ccc(C(F)(F)F)cc1NC(=O)c1ccc(F)cc1
  A = 6	B = 4	C = 2	D = i	E = -6	F = -0.8	G = 10	H = -8	I = 0
> COc1cc(OC)cc(C(=O)N[C@H](C(=O)OCC(=O)c2c[nH]c3ccccc23)C(C)C)c1
  A = 2	B = 9	C = -3	D = i	E = 11	F = -0.8	G = 1	H = -2	I = -2

# In a second layout: 2 of the compounds above.
Structure | Rin1 Abl inh | NRP1-CendR mod | eLon inh | Neddylation inh | FAS-TE inh | MsrA inh | SKN-1 inh | MT1-MMP act inh | MsrA act
Cc1ccc(N2C(=O)NC(NS(=O)(=O)c3ccccc3)(C(F)(F)F)C2=O)cc1C (configuration not stated) | 0 | 0 | -5 | i | -8 | 2.4 | 4 | 1 | -3
O=C(CCCc1ccccc1)Nc1cccnc1Cl | 0 | -7 | 0 | i | -2 | 1.2 | -12 | -3 | -3

# More structures.
# Short keys: A = Rin1 Abl inh; B = NRP1-CendR mod; C = eLon inh; D = Neddylation inh; E = FAS-TE inh; F = MsrA inh; G = SKN-1 inh; H = MT1-MMP act inh; I = MsrA act
> O=C(CCC1N=C2c3ccccc3N=C(SCC(=O)NCC3CCCO3)N2C1=O)NCc1ccc(F)cc1 (configuration not stated)
  A = -2	B = 20	C = 3	D = i	E = -8	F = 1.2	G = 0	H = -7	I = -3
> Cc1ccc(N2CC(C(=O)NCc3n[nH]c(=O)c4ccccc34)CC2=O)cc1 (configuration not stated)
  A = 1	B = -15	C = -3	D = i	E = -5	F = -0.3	G = 3	H = -5	I = -3
> NC1=NC2(CCCCC2)n2c(nc3ccccc32)N1
  A = 1	B = 12	C = 16	D = i	E = -3	F = -1.3	G = 14	H = 4	I = -1
> CSC1=C(C#N)C(c2ccccc2)C(C(C)=O)=C(C)N1 (configuration not stated)
  A = 0	B = 6	C = -4	D = i	E = -1	F = -0.1	G = 6	H = 2	I = -2
> CCOC(=O)[C@@H]1[C@H]2COc3ccccc3[C@@H]2N2C(=O)N(c3ccc(Br)cc3)C(=O)[C@]12C
  A = 5	B = 2	C = -1	D = i	E = 4	F = 0.5	G = -2	H = 6	I = -11
> COc1cccc(CNC(=O)CCC2CCCN(C/C=C/c3ccccc3OC)C2)c1 (configuration not stated)
  A = -4	B = 5	C = 1	D = i	E = 0	F = -0.7	G = 1	H = -1	I = -6

# 2 neighbouring entries out of the list so far, quoted:
# Short keys: A = Rin1 Abl inh; B = NRP1-CendR mod; C = eLon inh; D = Neddylation inh; E = FAS-TE inh; F = MsrA inh; G = SKN-1 inh; H = MT1-MMP act inh; I = MsrA act
> NC1=NC2(CCCCC2)n2c(nc3ccccc32)N1
  A = 1	B = 12	C = 16	D = i	E = -3	F = -1.3	G = 14	H = 4	I = -1
> CSC1=C(C#N)C(c2ccccc2)C(C(C)=O)=C(C)N1 (configuration not stated)
  A = 0	B = 6	C = -4	D = i	E = -1	F = -0.1	G = 6	H = 2	I = -2

# Rows are unselected; overall some 4.2% were active at least once.
